# From PubChem BioAssay
# HIF activator: HIF pathway transcriptional activators, primary screen, cell-based, U2OS HRE-luciferase, luminescence; U2OS HRE-luciferase reporter; normalized: DMSO 0%, desferrioxamine 100%; activation, % at 7.5 µM (by protocol); 0.32% of 300,000 active;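 active = mean activation of at least 10% of the iron chelator positive control signal, with at least half of replicates also reaching 10%; inconclusive = mean and replicate majority disagree about reaching 10%; inactive = mean and most replicates under 10%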
# TRPC4 block: inhibitors of mouse TRPC4 channel, primary screen, Fluo4 calcium, HEK293 TRPC4beta/mu-opioid cells | Short transient receptor potential channel 4 (Mus musculus), Q9QUQ5 | DAMGO-evoked Fluo4 calcium flux; stronger effect = lower value | B-score at 10 µM | 0.39% of 300,000 active;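 active = B-score over 3 SD under the library average, no early fluorescence shift, positive overall ratio signal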
#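 System: stable TRPC4beta/mu-opioid receptor HEK293 cells; Dosing: single-point compound dosing; Measured by: Fluo4 Ca2+ flux fluorescence; Read-out basis: per-well B score of integrated baseline-normalized Fluo4 ratio.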
# TRPC6 inh: mouse TRPC6 channel inhibitors, primary screen, cell-based, HEK293, membrane potential dye. AID 2553, 2010. 1.1% of 310,000 active. B-score at 10 µM. ACh-evoked depolarization; stronger effect = lower value;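 active = B-score under library mean minus 3 SD, initial fluorescence not abnormally high, positive integrated signal ratio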;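 note: B-score derived from integrated fluorescence ratio over the kinetic read; more negative B-score means stronger inhibition of depolarization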
# TRPC6 activator: mouse TRPC6 channel activators, primary screen, cell-based, HEK293, membrane potential dye | Short transient receptor potential channel 6 (Mus musculus), Q61143 | HEK293-TRPC6 membrane potential dye fluorescence; stronger effect = higher value | B-score at 10 µM | 0.13% of 310,000 active | AID 2550, 2010;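 active = B-score of the integrated fluorescence ratio above library mean plus 3 SD, and starting fluorescence ratio within library mean plus 5 SD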;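 note: higher score means more depolarization so channel activation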
# aSyn UTR inh: MLPCN primary screen, SNCA 5' untranslated region | alpha-synuclein 5'UTR reporter, inhibitor activity | inhibition, % (tested at 7.5 µM) | 0.82% of 300,000 active | AID 1813, 2009; in the data active = inhibition above about 60%; inconclusive = no clear call, values can overlap the other calls;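 note: H4 neuroglioblastoma cells stably carrying SNCA 5'UTR luciferase fusion; 0% = DMSO wells and 100% = positive control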
# IEC-6 cytotox: cytotoxicity in IEC-6 intestinal epithelial cells, primary screen, cytotoxicity control for KLF5 inhibitor project, cell-based, luminescence | inhibition, % at 5 µM | 0.78% of 290,000 active | IEC-6 cytotoxicity, luminescence viability; in the data active = inhibition above about 22%;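 note: 0% = plate median of test compound wells and 100% = cytotoxic reference compound wells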
# KLF5 inh: KLF5 expression inhibitors, primary screen, DLD-1 cells, luminescence; AID 1700, 2009; inhibition, % at 5 µM; DLD-1 KLF5 promoter-luciferase reporter; 0.23% of 290,000 active;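 active = inhibition above a per-plate limit of that plate's mean compound inhibition plus 3 SD, cut at about 60% in these data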;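 note: 0% = DMSO wells and 100% = LY294002 at 200 µM; higher means less KLF5 promoter-driven luciferase light; inactives centre near -14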
# MrgX1 antagonist: antagonists of human MrgX1 receptor, primary screen, HEK293 cells, Fluo-4 calcium flux; Mas-related G-protein coupled receptor member X1 (Homo sapiens), Q96LB2; BAM8-22 antagonism; stronger effect = lower value; B-score at 10 µM; 1.3% of 310,000 active; AID 588676, 2011;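 active = calcium-response B-score plate-corrected more than 3 library SD below zero, starting fluorescence within 5 deviations, no agonist response on first addition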;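 note: peak minus trough fluorescence over baseline after final BAM8-22 challenge near maximal dose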
# Target sequence (Q96LB2 whole entry, looked up): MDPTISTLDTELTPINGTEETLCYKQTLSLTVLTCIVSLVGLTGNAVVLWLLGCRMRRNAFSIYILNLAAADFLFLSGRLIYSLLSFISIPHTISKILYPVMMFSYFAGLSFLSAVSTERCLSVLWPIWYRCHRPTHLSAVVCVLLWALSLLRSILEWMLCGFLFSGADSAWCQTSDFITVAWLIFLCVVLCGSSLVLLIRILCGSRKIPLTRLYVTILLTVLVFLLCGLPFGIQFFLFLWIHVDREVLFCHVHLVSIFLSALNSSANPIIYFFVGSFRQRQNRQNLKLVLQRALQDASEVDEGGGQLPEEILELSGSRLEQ
# TRPC4 act: activators of mouse TRPC4 channel, primary screen, Fluo4 calcium, HEK293 TRPC4beta/mu-opioid cells; Fluo4 calcium fluorescence; stronger effect = higher value; B-score at 10 µM; 0.49% of 310,000 active;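 active = B-score above 5 SD of library B-scores, and initial fluorescence ratio not above library mean plus 5 SD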;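 note: positive B-score marks a calcium rise read as TRPC4 activation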
#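 Material: TRPC4beta and mu-opioid receptor HEK293 stable cells | Incubation: 45 min room-temperature Fluo4 loading, 110 s read | Detection: Kinetic Fluo4 calcium fluorescence | Measure: Integrated baseline-normalised fluorescence ratio, converted to per-well B score | Benchmarks: Low control buffer alone, high control maximal DAMGO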
# SKKanGAS inh: S. pyogenes SKKanGAS growth inhibitors in kanamycin, primary screen, streptokinase expression inhibitor project, SKKanGAS strain, BacTiter-Glo luminescence. 6 h. inhibition, % at 7.5 µM. 1.3% of 300,000 active. AID 1662, 2009;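 active = mean replicate score, as percent of positive control median, at least 50; inconclusive = mean below 50 but one replicate at or above 50; inactive = mean and every replicate below 50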;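 note: strain carries kanamycin resistance gene driven by streptokinase promoter and grows in 40 µg/ml kanamycin; loss of luminescence reflects streptokinase promoter inhibition or plain growth inhibition; 0% = median of DMSO wells and 100% = positive control at its reference dose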
# TRPC4 PAM: positive allosteric modulators of TRPC4, primary screen, cell-based, mouse TRPC4beta, HEK293 mu-opioid, Fluo-4 calcium; 0.42% of 310,000 active; B-score at 10 µM; DAMGO EC20, Fluo-4 Ca2+ flux; stronger effect = higher value; Short transient receptor potential channel 4 (Mus musculus), Q9QUQ5; AID 2227, 2009;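 active = B-score of calcium response area above 5 SD of library B-scores, with initial fluorescence ratio within 5 SD of library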;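 note: B-score of integrated fluorescence ratio over time as area under calcium response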
# Numbers without * were called inactive; i = inactive; ? = inconclusive; · = no result given; & = joins results of further samples.
SMILES,HIF activator,TRPC4 block,TRPC6 inh,TRPC6 activator,aSyn UTR inh,IEC-6 cytotox,KLF5 inh,MrgX1 antagonist,TRPC4 act,SKKanGAS inh,TRPC4 PAM
c1cc(CSc2nnc(-c3ccc4c(c3)OCO4)o2)ccn1,3.3,i,i,i,-86,0,-53,i,i,-3,i
Cc1cccc(C(=O)NNC(=O)c2ccccc2-n2cccc2)c1,-1.0,i,i,i,-3,6,-4,i,i,-10,i
CN1CCC(=NNC(=O)C(=O)Nc2ccccc2F)CC1,-0.2,i,i,i,-26,0,-14,i,i,0,i
COc1ccc2[nH]c(=O)c(CN(C(=O)c3cccnc3)c3cc(C)ccc3C)cc2c1,0.1,i,i,i,1,-2,4,i,i,0,i
CCOC(=O)C1CCN(C(=O)COc2ccc(Br)cc2C)CC1,-1.2,i,i,i,-3,5,-10,i,i,-3,i
O=C(CN1CCN(c2ccc(O)cc2)CC1)Nc1ccc2c(c1)OCCO2,-0.7,i,i,i,32,-8,-22,i,i,-11,i
COc1ccccc1C(=O)CN1C(=O)NC2(CCc3ccccc32)C1=O (stereo not drawn),0.3,i,i,i,-11,·,·,i,i,11,i
COc1ccc2c(=O)c3c(=O)n(-c4ccccc4)c(-c4ccco4)nc3oc2c1,0.6,i,i,i,-96,-4,-26,i,i,-2,i
CCOC(=O)CNC(=O)c1ccc(C)cc1,-0.4,i,i,i,-41,-1,-23,i,i,-1,i
COc1ccc(CCN2C(=O)CSC2c2ccc(OC)c(OC)c2)cc1OC (stereo not drawn),0.1,i,i,i,1,4,-47,i,i,-8,i
COc1ccc(NC(=O)COC(C)=O)cc1OC,0.3,i,i,i,5,-12,-12,i,i,0,i
COc1ccccc1OC(C)C(=O)N1CC(=O)Nc2ccccc21 (stereo not drawn),1.3,i,i,i,3,8,7,i,i,0,i
O=C(/C=C/c1cccs1)N1CCN(c2ccccc2)CC1,0.9,i,i,i,-29,-3,-17,i,i,-9,i
O=C(CN1CCN(CC(=O)Nc2ccccc2Cl)CC1)Nc1ccc(F)c(F)c1,-3.5,i,i,i,1,-6,-9,i,i,2,i
CCC(=O)Nc1ccc(S(=O)(=O)c2ccc(NC(=O)CC)cc2)cc1,-0.3,i,i,i,14,4,-5,i,i,-14,i
CCOC(=O)C1=C(C)NC(=O)NC1c1c(O)ccc2ccccc12 (stereo not drawn),-0.2,i,i,i,10,-1,-6,i,i,-2,i
c1cncc(-c2nnc(SCc3nc4ccccc4[nH]3)o2)c1,-0.7,i,i,i,-17,-1,-38,i,i,0,i
COc1ccc2cc3cc(C(=O)N4CCCCCC4)oc3nc2c1,-0.7,i,i,i,14,7,-12,i,i,-7,i
COc1ccc(C(=O)Nc2cnc3sc(C)nn3c2=O)cc1,0.3,i,i,i,-47,-1,-35,i,i,0,i
COc1ccc(CNC(=O)CCC(=O)N2CC(C)Oc3ccccc32)cc1 (stereo not drawn),-0.2,i,i,i,-10,11,-2,i,i,-1,i
CCOC(=O)CSc1nc(N)cc(=O)[nH]1,-0.2,i,i,i,21,2,-6,i,i,1,i
O=c1n(-c2ccccc2)c(=O)n(Cc2ccccn2)n1Cc1ccccn1,-0.5,i,i,i,7,-2,-5,i,i,6,i
CC(Nc1cc(=O)n(C)c(=O)[nH]1)c1ccccc1 (stereo not drawn),-0.8,i,i,i,5,-4,-8,i,i,2,i
Cc1cc(Cl)c(OCCCCNC(C)(C)C)c(Br)c1,-0.2,i,i,12*,-3,1,-28,i,i,-1,i
COc1ccc(NC(=O)N2CCC(C(=O)c3ccc4c(c3)OCCO4)CC2)cc1,0.2,i,i,i,-1,19,-13,i,i,10,i
SMILES,HIF activator,TRPC4 block,TRPC6 inh,TRPC6 activator,aSyn UTR inh,IEC-6 cytotox,KLF5 inh,MrgX1 antagonist,TRPC4 act,SKKanGAS inh,TRPC4 PAM
COc1ccccc1NC(=O)C1CCCN(C(=O)Nc2ccc(F)cc2)C1 (stereo not drawn),-0.2,i,i,i,-5,-1,-3,i,i,11,i
CC(=O)c1cccc(NC(=O)Nc2cccs2)c1,1.0,i,i,i,-59,-1,-15,i,i,2,i
COCCn1c(=S)[nH]c2cc(C(=O)NCCc3ccccc3)ccc2c1=O,-0.2,i,i,i,-9,5,-28,i,i,3,i
COc1cccc(-c2cccc(NC(=O)C3CCN(Cc4cccc(C)n4)CC3)c2)c1,0.0,i,i,i,-3,0,-32,i,i,-3,i
CC1CCN(C(=O)c2cccc(S(=O)(=O)N3CCCc4ccccc43)c2)CC1,0.1,i,i,i,0,·,·,i,i,4,i
CC(C)(C)C1CCc2nc(NC(=O)Cc3cn4ccsc4n3)sc2C1 (stereo not drawn),1.1,i,i,i,-66,-4,-41,i,i,47,i
COc1ccccc1NC(=O)N1CCc2[nH]c3ccc(Cl)cc3c2C1,-0.1,i,i,i,-44,2,-14,i,i,-4,i
CC(C)CCN1CCN(Cc2cc3ccccc3[nH]2)CC1CCO (stereo not drawn),0.4,i,i,i,18,7,-29,i,i,0,i
Cc1ccc(F)c(NC(=O)/C(C#N)=C(\O)c2ccc(C(C)(C)C)cc2)c1,0.2,i,i,i,-9,0,-47,i,i,59*,i
CCC(=O)N(Cc1cc2cc(OC)ccc2[nH]c1=O)c1ccc(C)cc1C,0.1,i,i,i,14,6,1,i,i,-11,i
COc1cc2c(cc1OC)C(c1cc3cc(C)ccc3[nH]c1=O)N(C(=O)c1ccco1)CC2 (stereo not drawn),-0.3,i,i,i,27,2,10,i,i,13,i
CCN(CC)C(=O)C(C)N(C#N)c1nc(SC)nc(N(C)C)n1 (stereo not drawn),-0.3,i,i,i,-1,-7,-3,i,i,-8,i
N#CC1=C(N)Oc2n[nH]c(-c3ccc(F)cc3)c2C1c1cccc(OC(=O)N2CCOCC2)c1 (stereo not drawn),-0.2,i,i,i,4,-1,-23,i,i,12,i
CCNc1nc(NCC)nc(N/N=C/c2ccc(Br)cc2)n1,-0.1,i,i,i,19,3,-10,i,i,2,i
O=C(/C=C/c1ccc(O)c(O)c1)c1ccccc1O,5.1,i,i,i,-293,17,-117,i,i,-5,i
CCOCCCNC(=O)c1ccc2c(=O)n(CCCOCC)c(=S)[nH]c2c1,0.3,i,i,i,-14,0,-10,i,i,-3,i
Oc1ccc(CN2CCCCC2)c2cccnc12,1.2,i,i,i,?,2,14,i,i,-7,i
CN1CCN(CC(=O)Nc2ccc([N+](=O)[O-])cc2Br)CC1,0.3,i,i,i,10,-1,-50,i,i,6,i
CCCn1ccc(O)c(Cc2ccc(Cl)cc2)c1=O,-0.9,i,i,i,13,-5,-8,i,i,-2,i
CC(C)(C)c1ccc(/C=N/Nc2ccc(C(=O)O)cc2)cc1,-2.2,i,i,i,13,24*,66*,i,i,36,i
CCC1CCC(C(=O)NC(C(=O)NCCN2CCOCC2)C(C)C)CC1 (stereo not drawn),0.1,i,i,i,5,0,15,i,i,7,i
COc1ccc(/C=C(\C#N)C(=O)OCC(=O)Nc2c(C)cccc2C(C)C)cc1,1.8,i,i,i,22,1,-35,i,i,2,i
CN1/C(=C\C(=O)c2ccco2)c2ccccc2CC1(C)C,-0.5,i,i,i,-1,4,17,i,i,0,i
C=CCN1C(=O)S/C(=C/c2ccc(Sc3nc4ccccc4[nH]3)o2)C1=O,0.4,i,i,i,16,-6,-7,-6.8*,i,40,i
COC(=O)CCc1ccc(O)cc1,0.2,i,i,i,20,-1,-16,i,i,1,i
SMILES,HIF activator,TRPC4 block,TRPC6 inh,TRPC6 activator,aSyn UTR inh,IEC-6 cytotox,KLF5 inh,MrgX1 antagonist,TRPC4 act,SKKanGAS inh,TRPC4 PAM
COc1cccc(N/C(N)=N/c2nc(C)cc(=O)[nH]2)c1,-1.3,i,i,i,1,-9,-31,i,i,-2,i
Nc1cccc2c1C(=O)N(CC(=O)NC13CC4CC(CC(C4)C1)C3)C2=O,-1.0,i,i,i,-11,5,1,i,i,4,i
O=C(Cc1ccc(Br)cc1)NCCc1ccc(Cl)cc1Cl,-0.1,i,i,i,18,1,-21,i,i,-4,i
Cc1ccc(N(CCC#N)C(=O)CSc2ccc3c(c2)OCCO3)cc1,-0.2,i,i,i,-2,-5,-20,i,i,3,i
COc1ccccc1N1CCN(C(=O)CSc2ncnc3scc(-c4ccccc4)c23)CC1,-0.4,i,i,i,8,-5,-36,i,i,30,i
CN(C)c1ccnc2c[cH-]cc12.[Fe].c1ccc(-[c-]2[c-](-c3ccccc3)[c-](-c3ccccc3)[c-](-c3ccccc3)[c-]2-c2ccccc2)cc1 (stereo not drawn),-0.9&-1.7,i,i,i,38&13,·,·,i,i,86*,i
CCOc1ccc(CCNC(=O)c2ccccc2OCc2c(C)noc2C)cc1OCC,-37,i,i,i,0,·,·,i,i,-5,i
CC(C(=O)Nc1ccc(C#N)cc1)N(C)CC(=O)Nc1cccc(F)c1 (stereo not drawn),-0.6,i,i,i,-18,1,4,i,i,-5,i
Cc1ccc(S(=O)(=O)N(Cc2nccn2C)C(C)C)cc1,-0.2,i,i,i,4,-4,-2,i,i,-1,i
COc1cc(C(=O)NNC(=O)c2cc(C)[nH]n2)cc(OC)c1OC,-1.1,i,i,i,-6,11,10,i,i,-1,i
CCOc1ncccc1C(=O)OCC(=O)NC1CC1,-0.4,i,i,i,25,3,-15,i,i,-2,i
Cc1cc(C)n(-c2ccc(C(=O)N3CC(C)OC(C)C3)cc2)n1 (stereo not drawn),0.1,i,i,i,-15,11,-4,i,i,0,i
CCCCCCCCCCCCN1[C@@H](CC(=O)O)c2cc(C(F)(F)F)ccc2S1(=O)=O,-1.2,i,i,i,-14,·,·,i,i,89*,i
Cc1onc(-c2c(Cl)cccc2Cl)c1NC(=O)NN(C)c1ccc([N+](=O)[O-])cn1,-2.9,i,i,i,2,-5,-20,i,i,-11,i
